# Screening data from PubChem BioAssay.
# APOBEC3G inh: APOBEC3G (human) deaminase inhibition | Q9HC16 | recombinant A3G, ssDNA deamination FAM/TAMRA fluorescence | inhibition, % at 20 µM | hit rate 0.28% among 330,000 | AID 493012;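 active = inhibition of at least 40% at 20 µM, with no more than 30% in the related APOBEC3A deaminase screen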;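 note: plate controls were DMSO wells with A3G for no effect and wells lacking A3G enzyme for full effect; some compounds called inactive have numbers as strong as hits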
# Target sequence (Q9HC16 whole entry, looked up): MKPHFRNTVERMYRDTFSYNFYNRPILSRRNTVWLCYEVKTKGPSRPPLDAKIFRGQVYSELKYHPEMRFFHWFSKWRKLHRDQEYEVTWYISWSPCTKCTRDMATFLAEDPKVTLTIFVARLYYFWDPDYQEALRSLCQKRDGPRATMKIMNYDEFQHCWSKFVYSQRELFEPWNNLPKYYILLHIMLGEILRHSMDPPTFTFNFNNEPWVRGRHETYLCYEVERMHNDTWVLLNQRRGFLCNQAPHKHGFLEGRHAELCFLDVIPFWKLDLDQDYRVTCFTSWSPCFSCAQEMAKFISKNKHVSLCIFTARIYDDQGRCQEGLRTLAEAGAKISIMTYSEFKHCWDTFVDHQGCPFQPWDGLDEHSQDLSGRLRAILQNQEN
# SENP8 block-1: SENP8 (human) protease inhibition; recombinant SENP8, Nedd8 substrate fluorescence; Q96LD8; AID 602440; inhibition, % at 20 µM; hit rate 0.64% among 360,000; in the data active = inhibition mostly above about 40%, no sharp cut-off; inactive = mostly below about 27%
# Apaf-1 inh: blocks human Apaf-1 apoptosome activity; O14727; reconstituted apoptosome caspase-3 activity, DEVD-Rh110 fluorescence; inhibition, % at 20 µM; hit rate 0.71% among 330,000; AID 489030; active = inhibition of at least 40% at 20 µM;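 note: plate controls were DMSO wells for no effect and DEVD-CHO caspase inhibitor wells for full effect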
#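 Material: cell-free apoptosome with Apaf-1, procaspase-3 and caspase-9; Buffer or medium: Hepes pH 7.5 with detergent and BSA; Reagent: cytochrome c trigger plus (Z-DEVD)2-Rh110 caspase-3 substrate; Times: compound with Apaf-1, dATP, procaspase-3 30 min, then 50 min reaction, room temperature; Technique: Rh110 fluorescence intensity.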
# SENP8 block-2: blocks the human protease SENP8. inhibition, % at 10 µM. AID 2540. purified SENP8, Z-RLRGG-aminoluciferin cleavage, luminescence. hit rate 1.2% among 330,000. Q96LD8; in the data active = inhibition above about 50%
# SENP7 inh: inhibitors of human SENP7 protease; Q9BQF6; recombinant SENP7, Z-RLRGG-aminoluciferin luminescence, 40 min; inhibition, % at 5 µM; hit rate 1.5% among 330,000;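 active = inhibition above about 50% at the single test dose, limit read from the data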;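 note: plate controls were DMSO with enzyme for no effect and no enzyme buffer wells for full effect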
# SENP6 inh: SENP6 protease inhibition; hit rate 1.8% among 330,000; Recombinant SENP6 catalytic domain, aminoluciferin luminescence; inhibition, % at 10 µM;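 active = inhibition above about 50% at the single tested dose, limit read from the data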;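 note: plate controls were DMSO wells with enzyme for no effect and DMSO wells lacking enzyme for full effect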
# Target sequence (Q9GZR1 628-1112 limits assumed): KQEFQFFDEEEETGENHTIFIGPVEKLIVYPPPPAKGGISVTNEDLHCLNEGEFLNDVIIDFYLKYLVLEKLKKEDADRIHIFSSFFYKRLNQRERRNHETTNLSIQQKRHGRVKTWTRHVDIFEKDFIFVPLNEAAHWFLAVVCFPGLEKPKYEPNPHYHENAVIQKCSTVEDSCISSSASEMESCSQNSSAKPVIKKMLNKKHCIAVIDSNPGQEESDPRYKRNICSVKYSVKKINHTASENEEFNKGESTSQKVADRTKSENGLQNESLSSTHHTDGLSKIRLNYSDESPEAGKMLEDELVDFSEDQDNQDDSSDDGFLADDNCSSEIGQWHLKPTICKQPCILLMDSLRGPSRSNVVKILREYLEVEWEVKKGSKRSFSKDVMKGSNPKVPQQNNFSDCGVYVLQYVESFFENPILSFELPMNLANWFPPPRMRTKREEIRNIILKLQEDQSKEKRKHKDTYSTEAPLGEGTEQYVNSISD
# SENP1 FRET inh: blocks the human SENP1 SUMO protease catalytic domain; Q9P0U3; recombinant SENP1 catalytic domain, CyPet-SUMO1-YPet FRET cleavage; inhibition, % at 10 µM; hit rate 0.21% among 360,000; AID 624204;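 active = inhibition at least 30% at 10 µM, raw YFP signal under a set limit, fluorescence ratio 0.5 to 1.5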;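 note: 0% = enzyme with DMSO and 100% = no enzyme wells; some results filed as inactive read as strong as hits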
#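 Test system: human SENP1 catalytic domain; medium: Tris pH 8 buffer plus EDTA, NaCl, BME, BSA, NP40, catalase; incubation: 50 min reaction at room temperature; technique: FRET, CFP and YFP emission; controls: no-enzyme low control and enzyme-plus-DMSO high control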
# UBC13 polyUb: inhibitors of human UBC13 polyubiquitin chain formation; P61088; TR-FRET; inhibition, % at 20 µM; hit rate 0.47% among 330,000; in the data active = inhibition above about 45%, passing the limit was not always enough
# * = called active by the depositor; i = inactive. Outcome played no part in choosing rows, and some 3.6% of all compounds hit somewhere here.
SMILES	APOBEC3G inh	SENP8 block-1	Apaf-1 inh	SENP8 block-2	SENP7 inh	SENP6 inh	SENP1 FRET inh	UBC13 polyUb
CC(Oc1ccc(Cl)cc1Cl)C(=O)OCn1nnc2ccccc2c1=O (configuration not stated)	-5	26	5	0	3	-4	3	4
CC(=O)O[C@H]1CC[C@@]2(C)C(CCC3C2CC[C@]2(C)OC(=O)CCC32)C1 (some centres not stated)	0	12	14	-6	1	-18	1	9
CC1(C)C(=O)Nc2ccccc2N1C(=O)COC(=O)Cn1cnc2ccccc2c1=O	-4	-20	-4	8	13	5	0	0
CCn1c(SC)nnc1-c1ccc(S(=O)(=O)N2CCCCC2)cc1	-1	-8	-16	4	11	4	3	12
O=C(Nc1cccc2ncccc12)c1ccc2c(c1)OCCO2	-4	-4	3	-10	7	-15	-1	-2
O=C(CCNC(=O)c1ccc(Cl)cc1)NN1C(=O)NC2(CCCCC2)C1=O	-11	12	-4	5	1	-3	0	0
COCC(=O)N1CCC(n2nccc2NC(=O)CCOc2ccccc2)CC1	5	8	3	0	-1	-10	0	0
COc1ccccc1C(=O)N1CCNC(=O)C1CC(=O)Nc1ccc(Cl)cc1 (configuration not stated)	-3	20	7	-4	-7	2	1	0
Cc1ccc(-c2cc(C(=O)N3CCCCC3)c3ccccc3n2)cc1C	8	-38	24	-5	5	-4	2	2
CCOc1ccc(N2C(N)=NC(N)=NC2(C)C)cc1	-3	7	-15	-3	-18	-1	3	2
CCC(C)NS(=O)(=O)c1cccs1 (configuration not stated)	-4	28	3	-8	-9	-20	0	-1
COc1cc2c3nnc(-c4ccc(F)cc4)c-3cn(Cc3ccc(F)cc3)c2cc1OC	-4	-446	26	-4	7	-6	-39	65*
CN(CC(=O)N1CCc2ccccc21)S(=O)(=O)c1cccs1	-5	12	6	-15	-10	-7	0	-6
COC(=O)C(Cc1ccc(OC(=O)c2ccccc2C)cc1)N1Cc2ccccc2C1=O (configuration not stated)	2	26	23	7	6	-1	2	-3
O=S1(=O)CCN(Cc2csc(-c3cccs3)n2)CC1	1	-37	-10	11	46	25	-1	-3
CCn1c(SCC(=O)Nc2nncs2)nnc1-c1ccco1	-3	8	14	-1	5	-5	2	0
C/C(=N/NC(=O)CNC(=O)Cc1ccc(Cl)cc1)c1ccco1	-1	16	0	-2	7	-7	1	3
O=C(COc1ccc(Br)cc1)Nc1nnc(C2CC2)s1	-5	-4	-16	1	1	9	-1	5
O=C(CSc1nc2[nH]c(=O)cc(O)c2s1)Nc1nccs1	5	-2	-7	-6	4	9	-1	-5
Cc1cc(C)nc(SCC(=O)N(C)CC(=O)Nc2c(Cl)cccc2Cl)n1	1	17	0	-4	7	5	0	-1
Cc1ccc(S(=O)(=O)Nc2nc(C)cc(-n3nc(C)cc3C)n2)cc1	-5	6	-17	-1	-7	-1	3	-6
Cc1cc(C)c(C(=O)CC2(O)C(=O)Nc3ccccc32)cc1C (configuration not stated)	-2	16	1	-9	-7	-16	2	0
CC1CCc2c(sc(NC(=O)C3=COCCO3)c2C(N)=O)C1 (configuration not stated)	-6	-346	20	-23	-13	-15	-25	4
COc1cc2c(C#CCCO)c(-c3ccc(C#N)cc3)oc(=O)c2cc1OC	-4	i	-24	-3	-1	-10	-30	-2
Cc1ccc2nc(N3C(=O)C(O)=C(C(=O)c4ccco4)C3c3ccc(C)o3)sc2c1 (configuration not stated)	0	-40	7	18	0	20	-37	-1
COc1ccc2c(CC(=O)N[C@@H](Cc3ccccc3)C(=O)O)cc(=O)oc2c1C	0	-281	8	-1	3	0	-3	11
C=CCSc1n[nH]c2nc3c(c(=O)n12)C1(CCCC1)Cc1ccccc1-3	-7	-421	4	-1	-4	5	8	12
Cn1cccc1/C=C1\SC(=S)N(Nc2ccccc2)C1=O	-3	43*	-4	5	15	18	-96	-113
CCN1CCN(C(=O)c2cc3c(-c4ccc(Cl)cc4)nn(C)c3s2)CC1	0	-54	11	-1	0	3	-3	16
COc1cc2cc(C(c3nnnn3C(C)(C)C)N3CCC(C)CC3)c(=O)[nH]c2cc1OC (configuration not stated)	-9	-327	-8	-1	-1	3	-49	-2

# Ordered by count of non-hydrogen atoms (rising): 3 of the compounds above
SMILES	APOBEC3G inh	SENP8 block-1	Apaf-1 inh	SENP8 block-2	SENP7 inh	SENP6 inh	SENP1 FRET inh	UBC13 polyUb
C/C(=N/NC(=O)CNC(=O)Cc1ccc(Cl)cc1)c1ccco1	-1	16	0	-2	7	-7	1	3
C=CCSc1n[nH]c2nc3c(c(=O)n12)C1(CCCC1)Cc1ccccc1-3	-7	-421	4	-1	-4	5	8	12
CC1(C)C(=O)Nc2ccccc2N1C(=O)COC(=O)Cn1cnc2ccccc2c1=O	-4	-20	-4	8	13	5	0	0

# Arranged by value in SENP6 inh (smallest number first): some entries from above
compound	APOBEC3G inh	SENP7 inh	SENP6 inh	SENP1 FRET inh	UBC13 polyUb
COc1cc2c3nnc(-c4ccc(F)cc4)c-3cn(Cc3ccc(F)cc3)c2cc1OC	-4	7	-6	-39	65*
CCn1c(SCC(=O)Nc2nncs2)nnc1-c1ccco1	-3	5	-5	2	0
COC(=O)C(Cc1ccc(OC(=O)c2ccccc2C)cc1)N1Cc2ccccc2C1=O (configuration not stated)	2	6	-1	2	-3
O=S1(=O)CCN(Cc2csc(-c3cccs3)n2)CC1	1	46	25	-1	-3

# The list continues.
SMILES	APOBEC3G inh	SENP8 block-1	Apaf-1 inh	SENP8 block-2	SENP7 inh	SENP6 inh	SENP1 FRET inh	UBC13 polyUb
Cc1cccc(CSCCNC(=O)CCSc2ccccc2)c1	-6	9	1	3	8	7	3	8
COc1ccc2nc(C)cc(NCc3ccc(F)cc3)c2c1	-10	-321	10	-5	-3	-23	-14	4
O=C(NNc1cccc([N+](=O)[O-])c1)/C(=C\c1cccnc1)NC(=O)c1ccccc1	-3	30	3	-5	-12	-22	1	-15
Cc1onc(-c2ccccc2)c1CNC(=O)C1COc2ccccc2O1 (configuration not stated)	-4	10	-3	2	-3	-12	0	8
COC(=O)CSc1nc2ccccc2o1	6	8	3	2	4	-5	1	-6
Cc1ccc(NC(=O)CN(C)S(=O)(=O)c2cccs2)c(Br)c1	-5	7	4	-4	3	-9	-2	9
CCN(CC)S(=O)(=O)c1ccc(C)c(NC(=O)COC(=O)C=C(C)C)c1	-6	27	-12	-5	6	56*	0	-2
CC(C)Cn1c(/C=C/c2ccccc2)nc2ccccc21	-10	-426	11	0	7	30	-3	7
Cc1nc(C)c(C(=O)OCC(=O)Nc2ccccc2)s1	-5	4	3	-3	5	-4	-2	-1
Cc1noc(C)c1C(=O)Nc1ccc(Cl)cc1C(F)(F)F	-5	10	4	-6	-2	-23	1	-2
O=C(CCSc1ccccc1)Nc1ccccc1C(=O)N1CCCC1	-8	16	-5	-12	-14	-10	4	-2
Cc1sc2nc(SCC(=O)N(C)c3ccccc3)n(C)c(=O)c2c1C	-2	13	32	-15	-9	-13	2	-2
COc1cc(-c2nc3oc4ccccc4c(=O)c3c(=O)n2Cc2ccco2)cc(OC)c1OC	5	-134	7	2	3	-17	-3	9
Cc1ccc(CN(C)C(=O)c2cccc(S(=O)(=O)N3CCN(Cc4ccccc4)CC3)c2)o1	-6	15	12	-1	7	-9	2	1
Cc1cc(C)n(-c2ccccc2C#N)n1	-4	-274	-5	2	1	15	-6	9
CCCCc1cc(=O)oc2cc(OCc3cc(OC)c(OC)c(OC)c3)c(Cl)cc12	9	-55	15	2	2	-10	0	18
CN(Cc1ccccc1)S(=O)(=O)c1ccc(NC(=O)C2CCCO2)cc1 (configuration not stated)	-7	7	-14	1	3	6	-2	4
COC(=O)c1ccc(OCC(O)CNC2CCCC2)cc1 (configuration not stated)	-7	28	0	5	-4	-2	2	-9
COc1ccc([N+](=O)[O-])cc1N1C(=O)c2cccc3cccc(c23)C1=O	5	-2	4	2	-6	-8	3	8
COC(=O)c1nn(-c2ccccc2)ccc1=O	-1	34	3	-3	-6	-16	0	-3
CC(NC(=O)/C=C/c1ccco1)c1nc2ccccc2n1Cc1c(Cl)cccc1Cl (configuration not stated)	-9	-23	25	-12	3	-30	-16	-8
COCCn1c(SCC(=O)Nc2ccccc2OC)nc2c([nH]c3ccccc32)c1=O	-6	-23	17	-1	3	-20	3	8
O=c1ccc(-c2nc3ccccc3n2Cc2ccc(Cl)cc2)c[nH]1	-2	-26	11	-5	-3	-15	-4	1
COc1ccc(OCc2cc(C(=O)N3CCC(c4ccccc4)CC3)no2)c(Cl)c1	-7	9	14	1	3	-9	3	5
CCN(CC)C(=O)C1CCN(S(=O)(=O)c2ccc3oc4ccccc4c3c2)CC1	-4	6	27	-6	-13	-25	2	-3
CN(CCC1CCOCC1)C(=O)c1cc(COc2c(F)cccc2F)on1	-6	4	-5	-2	-3	14	2	2
COCCCN(C(=O)c1ccccc1F)c1nc(-c2ccc(OC)cc2)cs1	-2	4	10	1	0	5	-18	3
CC[C@]12c3[nH]c4ccccc4c3CCN1C(=O)C(CC(=O)NCCCOC)C[C@@H]2C(=O)N1CCN(C(=O)C2CC2)CC1 (some centres not stated)	4	13	-3	-3	6	0	1	-2
CCCn1nc(NC(=O)C(C)(C)C)c2cc3cc(OC)ccc3nc21	-5	-301	-1	3	-2	5	-21	8
COc1ccc(C(=O)OCC(=O)NC2CCCCCCC2)cc1OC	-5	16	-3	3	-7	-6	0	6
COc1ccccc1N1CCN(C(=O)c2c(-c3c(F)cccc3Cl)noc2C)CC1	-4	14	6	-5	12	1	1	0
Cc1ccc(-c2ccc(/C=C/C(=O)c3ccccc3)o2)cc1	22	-13	14	-5	-8	-6	-24	-2
CC(C)NC(=O)NCCCCCCS(C)=O (configuration not stated)	18	32	9	4	0	2	4	1
CCOc1cc(CNS(=O)(=O)c2cn(C)cn2)cc(OCC)c1OCC	11	1	8	-2	7	1	0	-9

# Reformatted with values under each structure: entries from further up
# Below each compound: APOBEC3G inh | SENP8 block-1 | Apaf-1 inh | SENP8 block-2 | SENP7 inh | SENP6 inh | SENP1 FRET inh | UBC13 polyUb
COc1ccccc1N1CCN(C(=O)c2c(-c3c(F)cccc3Cl)noc2C)CC1
  -4 | 14 | 6 | -5 | 12 | 1 | 1 | 0
Cc1ccc(-c2ccc(/C=C/C(=O)c3ccccc3)o2)cc1
  22 | -13 | 14 | -5 | -8 | -6 | -24 | -2
CC(C)NC(=O)NCCCCCCS(C)=O (configuration not stated)
  18 | 32 | 9 | 4 | 0 | 2 | 4 | 1
